Bioassay records from PubChem BioAssay.
Peg3 prom inh: reduces Peg3 promoter-driven luciferase expression in HeLa; 360,000 tested, 1.7% active; inhibition, % at 20 µM; HeLa PEG-Prom luciferase reporter, luminescence, overnight; AID 588405;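 active = inhibition of at least 50% at 20 µM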
TROY NFkB inh: blocks TROY-dependent signaling in reporter cells. Q293 LMP1-TROYcd NF-kB luciferase reporter, 4 h. 360,000 tested, 0.98% active. inhibition, % at 10 µM;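 active = compounds whose plate-normalised and pattern-corrected inhibition of the luciferase reporter signal at the single screening dose is 50% or more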
HIF-2a block: blocks HIF-2a reporter activity. 786-0 RCC cells HIF-2a reporter, luciferase luminescence, overnight. inhibition, % at 18.8 µM. 360,000 tested, 0.72% active;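 active = inhibition of the luminescence signal of 40% or more relative to plate controls, in a single-dose primary screen at 18.75 µM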
NR2E3 ag-1: activates human NR2E3 receptor; CHO-S Gal4-NCOR/VP16-NR2E3 two-hybrid, luciferase; AID 602229; Q9Y5X4; inhibition of corepressor binding, % at 3.98 µM; 360,000 tested, 0.35% active;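 active = inhibition above the mean of all tested compounds plus 3 SD, cut at about 70% in these data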;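 note: 0% = DMSO with NR2E3 transfected cells and 100% = cells lacking NR2E3 construct; higher means lower luciferase signal from less NR2E3 corepressor binding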
Target sequence (Q9Y5X4 whole entry, looked up, the tested form may be a part): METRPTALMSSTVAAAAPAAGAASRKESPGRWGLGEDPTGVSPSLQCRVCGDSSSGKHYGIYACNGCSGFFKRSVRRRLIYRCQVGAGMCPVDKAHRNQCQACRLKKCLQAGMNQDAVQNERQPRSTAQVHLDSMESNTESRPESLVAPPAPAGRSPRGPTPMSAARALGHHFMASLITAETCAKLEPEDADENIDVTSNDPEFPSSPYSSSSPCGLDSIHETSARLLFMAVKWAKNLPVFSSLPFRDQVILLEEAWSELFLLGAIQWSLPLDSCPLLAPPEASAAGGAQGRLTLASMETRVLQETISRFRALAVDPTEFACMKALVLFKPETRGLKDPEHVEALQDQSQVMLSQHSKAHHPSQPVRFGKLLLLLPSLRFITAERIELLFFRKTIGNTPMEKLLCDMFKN
Shn3 inh set2: Schnurri-3 reporter inhibition in Clone20 osteoblasts; Clone20 osteoblast Shn3 3'UTR firefly luciferase, 24 h; inhibition, % at 12.5 µM; 360,000 tested, 0.52% active; AID 588674;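 active = mean inhibition of at least 75% with every replicate also reaching 75%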;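 note: 0% = median of neutral control wells and 100% = pilot-screen positive control compound; some compounds past the cut are filed as inactive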
TWEAK Fn14 block: inhibitors of TWEAK-Fn14 interaction signaling; TWEAK-stimulated Fn14 reporter cells, luciferase luminescence, 8 h; inhibition, % at 10 µM; 360,000 tested, 2% active; in the data active = inhibition above about 50%
KKLEB tox: reduces viability of KKLEB cystic fibrosis airway cells | activity change (cytotoxicity), % at 5 µM | 360,000 tested, 0.36% active | KKLEB CF airway cells viability, ATPlite luminescence, overnight; hits give low values; cells stimulated with P. aeruginosa culture filtrate;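 active = corrected activity change at or below -50% at 5 µM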
C8 TRAIL sens: caspase-8 TRAIL sensitization | NB7+C8 cells + TRAIL, ATPlite viability luminescence | inhibition (viability loss, TRAIL sensitization), % at 10 µM | 360,000 tested, 1% active | AID 624354;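 active = compounds causing at least 50% loss of cell viability in the single-dose screen, relative to plate controls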
NR2E3 ag-2: activates human photoreceptor nuclear receptor NR2E3; Q9Y5X4; inhibition of corepressor binding, % at 4.78 µM; GST-NR2E3/biotin-RetCOR TR-FRET, 1536-well; AID 2300; 320,000 tested, 0.12% active;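 active = percent inhibition above the cutoff of mean plus 3 SD of all tested compounds, set per screening campaign, cut at about 20% in these data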;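 note: 0% = DMSO wells and 100% = biotin wells as full block of FRET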
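system = GST-tagged NR2E3 plus biotinylated RetCOR corepressor | input = 1.35 nM GST-NR2E3 | also added = 7 nM biotin-RetCOR | schedule = 5 h incubation at 4 °C | measured by = TR-FRET with europium anti-GST and streptavidin-D2, 340 nm excitation | read-out = percent loss of FRET ratio relative to control wells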
CF NFkB block: blocks PAF-induced NF-kB reporter in cystic fibrosis cells. KKLEB NF-kB-GFP reporter, GFP fluorescence overnight. inhibition, % at 5 µM. 360,000 tested, 0.86% active;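 active = at least 50% inhibition at 5 µM, scaled per plate between neutral and stimulator controls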;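 note: PAF is a Pseudomonas aeruginosa culture filtrate used as stimulus; plate controls were PAF-stimulated DMSO wells for no effect and unstimulated DMSO wells for full effect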
TRPM1 prom inh: reduces MITF-dependent TRPM1 promoter luciferase signal; SK-MEL-5 TRPM1 promoter luciferase, 24 h; inhibition, % at 12.5 µM; 330,000 tested, 0.83% active; AID 488899;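 active = mean inhibition across replicates of 60% or more, whatever share of single replicates reaches that level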; note: values of inactives mirror those of a sister screen read the other way
The depositor's hits bear a star.

Results for CC1CCN(Cc2c(C(=O)N/N=C/c3cccc(C(F)(F)F)c3)nnn2-c2nonc2N)CC1 ?
Peg3 prom inh: 30; TROY NFkB inh: -1; HIF-2a block: 17; NR2E3 ag-1: -14; Shn3 inh set2: -4; TWEAK Fn14 block: -14; KKLEB tox: -2; C8 TRAIL sens: 5; NR2E3 ag-2: -1; CF NFkB block: 18; TRPM1 prom inh: 1

What do the screens show for `CC1CN(C(=O)COC(=O)c2ccc(S(=O)(=O)N(C)C)cc2)CC(C)O1` (stereo not drawn)?
Peg3 prom inh: 14; TROY NFkB inh: 4; HIF-2a block: 8; NR2E3 ag-1: -30; Shn3 inh set2: -1; TWEAK Fn14 block: 31; KKLEB tox: -1; C8 TRAIL sens: -13; NR2E3 ag-2: 2; CF NFkB block: -1; TRPM1 prom inh: 5

Results for COc1ccc(/C=N/Nc2nc3ccccc3[nH]2)c(OC)c1OC ?
Peg3 prom inh: -156; TROY NFkB inh: 73*; HIF-2a block: -55; NR2E3 ag-1: 14; Shn3 inh set2: -21; TWEAK Fn14 block: 78*; KKLEB tox: 5; C8 TRAIL sens: 12; NR2E3 ag-2: -6; CF NFkB block: -26; TRPM1 prom inh: -10

What do the screens show for `CN(C)c1ccc(C(C(=O)NC2CCCCC2)N(Cc2ccco2)C(=O)c2snc(C(N)=O)c2N)cc1` (stereo not drawn)?
Peg3 prom inh: 41; TROY NFkB inh: -2; HIF-2a block: -14; NR2E3 ag-1: -27; Shn3 inh set2: 8; TWEAK Fn14 block: 28; KKLEB tox: -44; C8 TRAIL sens: 20; NR2E3 ag-2: 1; CF NFkB block: 88*; TRPM1 prom inh: -11

How did CCCCOc1ccc(C(=O)NCC(=O)NNC(=O)c2ccco2)cc1 do in these assays?
Peg3 prom inh: 10; TROY NFkB inh: -3; HIF-2a block: 7; NR2E3 ag-1: -47; Shn3 inh set2: 13; TWEAK Fn14 block: 13; KKLEB tox: -1; C8 TRAIL sens: 0; CF NFkB block: 32; TRPM1 prom inh: 14

What do the screens show for `COc1ccc(C/C(C)=N/NC(=O)c2cc(C)oc2C)cc1`?
Peg3 prom inh: 7; TROY NFkB inh: -56; HIF-2a block: -11; NR2E3 ag-1: -10; Shn3 inh set2: -11; TWEAK Fn14 block: -1; KKLEB tox: 2; C8 TRAIL sens: -14; NR2E3 ag-2: -1; CF NFkB block: 4; TRPM1 prom inh: 7

Results for Cc1ccc(C)c(N(C(=O)CNC(=O)c2ccco2)C(C(=O)NCC2CCCO2)c2ccccc2)c1 (stereo not drawn) ?
Peg3 prom inh: 27; TROY NFkB inh: -5; HIF-2a block: 11; NR2E3 ag-1: 5; Shn3 inh set2: 1; TWEAK Fn14 block: 21; KKLEB tox: -6; C8 TRAIL sens: 10; NR2E3 ag-2: 1; CF NFkB block: 2; TRPM1 prom inh: 4

How did O=C(CN1CCN(Cc2ccc3c(c2)OCO3)CC1)N1CCc2[nH]c3ccc(F)cc3c2C1 do in these assays?
Peg3 prom inh: 10; TROY NFkB inh: 18; HIF-2a block: 9; NR2E3 ag-1: 18; Shn3 inh set2: 18; TWEAK Fn14 block: 6; KKLEB tox: -12; C8 TRAIL sens: 8; NR2E3 ag-2: 1; CF NFkB block: 4; TRPM1 prom inh: -4

How did CC(C)CN1CCN(Cc2cccn2-c2ccccn2)CC1CCO (stereo not drawn) do in these assays?
Peg3 prom inh: 2; TROY NFkB inh: -2; HIF-2a block: 9; NR2E3 ag-1: -5; Shn3 inh set2: 8; TWEAK Fn14 block: -16; KKLEB tox: 6; C8 TRAIL sens: -5; NR2E3 ag-2: 3; CF NFkB block: 1; TRPM1 prom inh: 8

How did O=C(NCCN1C(=O)S/C(=C\c2ccccc2F)C1=O)C1=COCCO1 do in these assays?
Peg3 prom inh: -19; TROY NFkB inh: -3; HIF-2a block: 3; NR2E3 ag-1: -24; Shn3 inh set2: 2; TWEAK Fn14 block: 3; KKLEB tox: -12; C8 TRAIL sens: 21; NR2E3 ag-2: -2; CF NFkB block: -5; TRPM1 prom inh: 11

How did Cc1ccc(S(=O)(=O)N2CCN(c3ncccn3)CC2)c(C)c1 do in these assays?
Peg3 prom inh: 14; TROY NFkB inh: 10; HIF-2a block: 22; NR2E3 ag-1: -10; Shn3 inh set2: -48; TWEAK Fn14 block: -5; KKLEB tox: 7; C8 TRAIL sens: -2; NR2E3 ag-2: 2; CF NFkB block: 9; TRPM1 prom inh: 5

How did CCOC(=O)c1ccc(NC(=S)NCCCN2CCN(C3CCCCC3)CC2)cc1 do in these assays?
Peg3 prom inh: 12; TROY NFkB inh: 11; HIF-2a block: 9; NR2E3 ag-1: -15; Shn3 inh set2: -3; TWEAK Fn14 block: -9; KKLEB tox: 2; C8 TRAIL sens: -8; NR2E3 ag-2: -2; CF NFkB block: 2; TRPM1 prom inh: 9

What do the screens show for `O=C(Nc1ccc2c(c1)OCO2)c1ccc(S(=O)(=O)N2CCCC2)cc1`?
Peg3 prom inh: 15; TROY NFkB inh: -22; HIF-2a block: -12; NR2E3 ag-1: -18; Shn3 inh set2: 13; TWEAK Fn14 block: -2; KKLEB tox: 12; C8 TRAIL sens: -11; NR2E3 ag-2: -3; CF NFkB block: -13; TRPM1 prom inh: -3

What do the screens show for `CC(=O)Nc1ccc(NC(=O)CSC2=NS(=O)(=O)c3cc(F)ccc3N2)cc1`?
Peg3 prom inh: -1; TROY NFkB inh: 3; HIF-2a block: 6; NR2E3 ag-1: 5; Shn3 inh set2: -12; TWEAK Fn14 block: 9; KKLEB tox: -10; C8 TRAIL sens: 19; NR2E3 ag-2: -2; CF NFkB block: 31; TRPM1 prom inh: 1

What do the screens show for `Cc1ccc(Nc2nnc(C)c3ccccc23)c(C)c1`?
Peg3 prom inh: -14; TROY NFkB inh: -11; HIF-2a block: -22; NR2E3 ag-1: -5; Shn3 inh set2: 0; TWEAK Fn14 block: 11; KKLEB tox: 5; C8 TRAIL sens: 3; NR2E3 ag-2: -4; CF NFkB block: -17; TRPM1 prom inh: 4

How did CCOC(=O)/C=C1\SCC(=O)N1CC(=O)NC(C)c1ccccc1 (stereo not drawn) do in these assays?
Peg3 prom inh: 14; TROY NFkB inh: -2; HIF-2a block: 7; NR2E3 ag-1: -28; Shn3 inh set2: -12; TWEAK Fn14 block: -14; KKLEB tox: 10; C8 TRAIL sens: -15; NR2E3 ag-2: -3; CF NFkB block: 4; TRPM1 prom inh: -3

What do the screens show for `NC(=O)c1ncn([C@@H]2O[C@H](CNCc3ccc(OCC(=O)Nc4nccs4)cc3)[C@@H](O)[C@H]2O)n1`?
Peg3 prom inh: -6; TROY NFkB inh: -8; HIF-2a block: -13; NR2E3 ag-1: 0; Shn3 inh set2: -5; TWEAK Fn14 block: -6; KKLEB tox: -4; C8 TRAIL sens: -1; CF NFkB block: 4; TRPM1 prom inh: -19

What do the screens show for `Cc1cc(S(=O)(=O)NCc2ccncc2)c(C)cc1Br`?
Peg3 prom inh: 15; TROY NFkB inh: 32; HIF-2a block: 7; NR2E3 ag-1: 101*; Shn3 inh set2: 85; TWEAK Fn14 block: 25; KKLEB tox: 14; C8 TRAIL sens: 7; NR2E3 ag-2: -1; CF NFkB block: 9; TRPM1 prom inh: 25

What do the screens show for `Cc1nnsc1SCCNC(=O)c1c(F)cccc1F`?
Peg3 prom inh: 4; TROY NFkB inh: 14; HIF-2a block: 14; NR2E3 ag-1: -24; Shn3 inh set2: -8; TWEAK Fn14 block: -2; KKLEB tox: 4; C8 TRAIL sens: 2; NR2E3 ag-2: -3; CF NFkB block: -5; TRPM1 prom inh: -1

What do the screens show for `CCN(CC(=O)Nc1ccccc1OC)C(=O)C1CC2C=CC1C2` (stereo not drawn)?
Peg3 prom inh: 11; TROY NFkB inh: 21; HIF-2a block: 15; NR2E3 ag-1: -13; Shn3 inh set2: -3; TWEAK Fn14 block: -4; KKLEB tox: 5; C8 TRAIL sens: -1; NR2E3 ag-2: 3; CF NFkB block: -16; TRPM1 prom inh: 0

Already shown: an excerpt of the list.
What do the screens show for `Cc1nnsc1SCCNC(=O)c1c(F)cccc1F`?
Peg3 prom inh: 4; TROY NFkB inh: 14; HIF-2a block: 14; NR2E3 ag-1: -24; Shn3 inh set2: -8; TWEAK Fn14 block: -2; KKLEB tox: 4; C8 TRAIL sens: 2; NR2E3 ag-2: -3; CF NFkB block: -5; TRPM1 prom inh: -1

What do the screens show for `CCN(CC(=O)Nc1ccccc1OC)C(=O)C1CC2C=CC1C2` (stereo not drawn)?
Peg3 prom inh: 11; TROY NFkB inh: 21; HIF-2a block: 15; NR2E3 ag-1: -13; Shn3 inh set2: -3; TWEAK Fn14 block: -4; KKLEB tox: 5; C8 TRAIL sens: -1; NR2E3 ag-2: 3; CF NFkB block: -16; TRPM1 prom inh: 0

Further records:
Results for CC(=O)c1ccc(N2CCN(C(=O)CCC(=O)Nc3ccc4nc(N5CCN(C)CC5)cc(C)c4c3)CC2)cc1 ?
Peg3 prom inh: -31; TROY NFkB inh: 0; HIF-2a block: -24; NR2E3 ag-1: -5; Shn3 inh set2: 2; TWEAK Fn14 block: -22; KKLEB tox: -2; C8 TRAIL sens: -2; NR2E3 ag-2: 4; CF NFkB block: -22; TRPM1 prom inh: -13

Results for CCNC(=O)C1(C)CCN(C(=O)c2ccccc2C(F)(F)F)C1 (stereo not drawn) ?
Peg3 prom inh: 7; TROY NFkB inh: -12; HIF-2a block: 13; NR2E3 ag-1: -17; Shn3 inh set2: -5; TWEAK Fn14 block: -12; KKLEB tox: 18; C8 TRAIL sens: -12; CF NFkB block: -18

How did O=C1OCCC1Sc1nc2ccccc2n1-c1ccccc1 (stereo not drawn) do in these assays?
Peg3 prom inh: 21; TROY NFkB inh: -13; HIF-2a block: 24; NR2E3 ag-1: 1; Shn3 inh set2: 6; TWEAK Fn14 block: 1; KKLEB tox: -3; C8 TRAIL sens: -8; NR2E3 ag-2: -2; CF NFkB block: 3; TRPM1 prom inh: 4

Results for Cc1c(CC(=O)NCCCCCC(=O)O)c(=O)oc2cc3occ(-c4ccccc4)c3cc12 ?
Peg3 prom inh: 3; TROY NFkB inh: 2; HIF-2a block: 1; NR2E3 ag-1: -20; Shn3 inh set2: 8; TWEAK Fn14 block: -19; KKLEB tox: 3; C8 TRAIL sens: -9; NR2E3 ag-2: -3; CF NFkB block: 1; TRPM1 prom inh: -3

How did CCCCc1ccc(NC(=O)CN(C)CC(=O)Nc2ccccc2Cl)cc1 do in these assays?
Peg3 prom inh: 22; TROY NFkB inh: 5; HIF-2a block: 5; NR2E3 ag-1: -7; Shn3 inh set2: -8; TWEAK Fn14 block: -15; KKLEB tox: 0; C8 TRAIL sens: -4; NR2E3 ag-2: -2; CF NFkB block: -16; TRPM1 prom inh: 11

Only part of the results is shown, so the mix of outcomes need not match the whole.
